Compound activity as filed in PubChem.
Tau fibril FP: tau fibrillization inhibition (FP). K18 P301L tau heparin fibrillization, Alexa594 FP, 6 h. 280,000 tested, 0.39% active. P10636. Potency, µM (highest dose often 57.7 µM), for inactives: at the top dose activity, negative = inhibition, hits mostly inhibitors; further: nearly all actives have a fitted effect of over 55% in size
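Read-out: fluorescence polarization of Alexa 594-labeled tau (0.24 uM), 555 nm excitation, 632 nm emission. Mixtures held 15 uM unlabeled K18 P301L, compound and 20 uM heparin, pH 7 acetate buffer, incubated 6 hr at 37 C.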
RECQ1 helicase: inhibitors of human RECQ1 DNA helicase; AID 2549; RECQ1 DNA unwinding, red fluorescence kinetic read; 240,000 tested, 0.54% active; P46063; Potency, µM (titrated, usually from 57.3 µM), for inactives: top-dose activity, negative = inhibition, usual class: inhibitors;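 further: plate controls were vehicle for no effect and no enzyme for full effect; nearly all actives have a fitted effect of over 30% in size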
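RECQ1T1 50 nM; forked duplex (20 bp + 30-nt ss tails) 200 nM, ATP 2 mM final; pH 8.0, 2 mM MgCl2, 2.5 ug/ml poly(dI-dC); 15 min compound preincubation; discontinuous kinetic read over 2 h at RT.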
GoLoco inh red: RGS12 GoLoco-Gai1 interaction inhibition; Potency, µM (titrated, usually from 61.6 µM), for inactives: at the top dose activity, negative = inhibition, most hits filed as inhibitors; P63096; Gai1:RGS12 GoLoco peptide FP, rhodamine, 10 min; 230,000 tested, 0.44% active; active means well fitted inhibition curve with a large enough effect, not every such curve was filed as active; inactive means no such curve, though single readings can be large or run the other way; further: nearly all actives have a fitted effect of over 30% in size; many of its hits are not listed in these tables
Target sequence (P63096 whole entry, looked up): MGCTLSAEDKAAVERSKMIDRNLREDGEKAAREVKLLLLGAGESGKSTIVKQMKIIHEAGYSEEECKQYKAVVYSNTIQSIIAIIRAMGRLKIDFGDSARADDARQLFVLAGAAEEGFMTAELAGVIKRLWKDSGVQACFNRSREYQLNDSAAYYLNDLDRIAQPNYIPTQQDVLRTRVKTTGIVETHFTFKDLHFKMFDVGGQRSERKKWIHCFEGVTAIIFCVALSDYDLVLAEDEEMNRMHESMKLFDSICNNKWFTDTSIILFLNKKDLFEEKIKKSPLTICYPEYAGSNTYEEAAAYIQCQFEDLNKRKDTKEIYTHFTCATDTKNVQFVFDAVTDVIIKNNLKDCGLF
KDM4E inh: JMJD2E (human) inhibition; JMJD2E catalytic domain, FDH-coupled NADH fluorescence (FDH is formaldehyde dehydrogenase); Potency, µM (top dose mostly 57.1 µM), for inactives: top-dose activity change, negative = inhibition, actives largely listed as inhibitors; B2RXH2; 230,000 tested, 1.6% active; active means well fitted inhibition curve with a large enough effect, not every such curve was filed as active; inconclusive means small, poorly fitted or top-dose-only effect, or another doubt; inactive means no such curve, though single readings can be large or run the other way;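 further: 0% = wells with enzyme and -100% = buffer wells without enzyme; nearly all actives have a fitted effect of over 50% in size; many of its hits are not listed in these tables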
L3MBTL1 block: L3MBTL1 (human) inhibition; Potency, µM (highest dose often 57.1 µM), for the others: at the highest dose activity, negative = inhibition, most hits filed as inhibitors; AlphaScreen L3MBTL1–H3K9me1 peptide binding; 230,000 tested, 0.66% active; Q9Y468; AID 485360; further: nearly all actives have a fitted effect of over 60% in size
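AlphaScreen assay: L3MBTL1 (50 nM final) was preincubated 30 min at room temperature with biotinylated H3(1-15)K9me1 peptide (75 nM final), then 30 min with library compounds; streptavidin donor and nickel chelate acceptor beads (10 ug/mL final) added, 30 min dark.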
Tau ThT inhib: tau fibrillization inhibition (ThT binding); P10636; Potency, µM (series often up to 57.4 µM), for the others: at the top dose activity, negative = inhibition, hits mostly inhibitors; recombinant tau K18 P301L, heparin-induced fibrillization, ThT fluorescence; AID 1460; 270,000 tested, 2.1% active; further: nearly all actives have a fitted effect of over 55% in size
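Using a mix of unlabeled (15 uM) and Alexa 594-labeled (0.24 uM) tau K18 P301L, heparin-triggered fibrillization over 6 hr at 37 C was scored by ThT fluorescence.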
TRb-SRC2 inh: disrupts binding of human TR beta to SRC2 | TRbeta-SRC2 peptide binding, fluorescence polarization; receptor liganded with 1 µM T3 | Potency, µM (highest dose often 106 µM), for inactives: top-dose activity change, negative = inhibition, most hits filed as inhibitors | P10828 | 280,000 tested, 0.065% active;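 further: plate controls were bound peptide for no effect and peptide without receptor for full effect; nearly all actives have a fitted effect of over 50% in size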
Target sequence (P10828 whole entry, looked up): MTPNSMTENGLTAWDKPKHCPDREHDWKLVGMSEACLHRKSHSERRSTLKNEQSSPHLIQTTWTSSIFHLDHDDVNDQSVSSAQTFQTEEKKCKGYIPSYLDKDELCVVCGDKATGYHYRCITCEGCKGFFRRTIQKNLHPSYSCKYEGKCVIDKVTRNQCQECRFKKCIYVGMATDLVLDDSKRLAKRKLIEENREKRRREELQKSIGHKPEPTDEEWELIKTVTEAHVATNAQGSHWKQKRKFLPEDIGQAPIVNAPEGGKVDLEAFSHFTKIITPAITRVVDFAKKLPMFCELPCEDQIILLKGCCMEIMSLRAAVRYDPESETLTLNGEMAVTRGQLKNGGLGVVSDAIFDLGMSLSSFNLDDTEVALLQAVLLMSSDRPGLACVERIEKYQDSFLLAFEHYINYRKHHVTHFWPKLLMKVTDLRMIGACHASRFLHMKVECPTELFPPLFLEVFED
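A fluorescence polarization screen tested compounds at multiple concentrations against complex formation between 0.6 uM TRb ligand-binding domain and 20 nM Texas Red SRC2 peptide, with 1 uM T3 present; readout after 5 hr.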
TexasRed fluor: alters Texas Red total fluorescence, flagging assay interference. TRb/SRC2 Texas Red total fluorescence interference. Potency, µM (doses to about 106 µM), inactives show top-dose fluorescence change, negative = quenching. 280,000 tested, 0.29% active; active means well fitted curve in either direction with a large enough effect; inconclusive means small, poorly fitted or top-dose-only effect
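Flags fluorescent or light-absorbing compounds by total fluorescence, S + 2P, at 555 nm excitation and 632 nm emission. Mixture: 20 nM Texas Red SRC2 peptide, 0.6 uM human TRb LBD, 1 uM T3, 5% DMSO; compound exposure 5 h at ambient temperature.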
* hit, by the source's call; i = inactive; ? = inconclusive; · = not tested or not shown; [ ] = remark or other dose. Unless noted, the call rests on the fitted dose curve; in most records, active means well fitted curve in the direction sought with a large enough effect; inconclusive means small, poorly fitted or top-dose-only effect, or another doubt; inactive means no such curve, though single readings can be large; an effect the other way counts as inactive or inconclusive. Unless noted, on the % scale 0 is the no-effect control and ±100 the full control effect; potency means the concentration at half of the fitted maximal effect. This is a subset, so the mix of outcomes need not match the whole.

Results follow in this order: Tau fibril FP	RECQ1 helicase	GoLoco inh red	KDM4E inh	L3MBTL1 block	Tau ThT inhib	TRb-SRC2 inh	TexasRed fluor
CC(C)Nc1nc(NC(C)C)nc(NS(=O)(=O)c2ccc(N)cc2)n1
    0%	4%	5%	0%	?	-3%	4%	-3%
Cn1nccc1C(=O)Nc1sc2c(c1C(N)=O)CCCC2
    -12%	i	23%	?	9%	?	3%	0%
COc1ccc(N=C2SCC(=O)N2CCc2ccc(OC)c(OC)c2)cc1
    1%	13%	-1%	4%	-11%	-8%	2%	-4%
COc1ccc(CCNC(c2ccc(F)cc2)c2nnc(-c3ccccc3Cl)o2)cc1OC (stereo not given)
    0%	·	·	·	·	-15%	-1%	-1%
O=C(C1CCCO1)N1CCN(C(=S)Nc2ccccc2F)CC1 (stereo not given)
    -3%	-6%	6%	-4%	-5%	2%	-6%	1%
Cc1onc(-c2c(F)cccc2Cl)c1C(=O)NCc1cccs1
    -2%	i	9%	-1%	28%[11.4 µM]	-1%	-4%	-1%
O=C1CCCC(O)=C1N=Nc1ccc(Cl)c(Cl)c1
    7%	-15%	-16%	-24%	?	?	?	24%
CCOc1cccc(CNCc2cccnc2)c1OCc1ccccc1
    3%	-7%	11%	-6%	1%	3%	4%	-4%
CC(=O)N1CCCc2cc(S(=O)(=O)N3CCCCC3)ccc21
    -1%	·	·	·	·	5%	4%	5%
CC(C)(C)n1nnnc1C(c1cccs1)N1CCN(Cc2ccc3c(c2)OCO3)CC1 (stereo not given)
    3%	-23%	12%	-21%	3%	-6%	-1%	-8%
COc1ccc(NC(=O)c2ccccc2N(Cc2ccccc2)S(C)(=O)=O)cc1OC
    -3%[2.34 µM]	-12%	3%	3%	47%[activator]	7%	-4%	-7%
CCOC(=O)C1(CCCc2ccccc2)CCN(C(=O)CCOC)CC1
    -7%	i	7%	3%	6%	3%	-4%	5%
[O-]/C(=C(\C(=S)Nc1cccc2ccccc12)[n+]1ccccc1)c1ccc(Cl)s1
    5%	-5%	34%[activator]	8%	?	7%	9%	-1%
O=C(COc1ccccc1C(=O)NCc1ccncc1)Nc1ccc(Br)cc1
    ?	-3%	-4%	6%	-2%	8%	-7%	-2%
CC1CCCCC1NC(=O)/C(C#N)=C/c1ccc2c(c1)OCCO2 (stereo not given)
    8%	-13%	-3%	0%	5%	-7%	-1%	-3%
Cc1cc(Cl)ccc1NNC(=O)c1cccs1
    -10%	i	4%	-21%	4%	?	3%	-2%
Cc1nc2ccc3nc(NC(=O)c4ccc5c(c4)OCCO5)sc3c2s1
    -6%	-3%	-2%	?	-13%	?	3%	-2%
Cc1ccc(Cn2c(N3CCCCCC3)nc3c2c(=O)[nH]c(=O)n3C)cc1
    2%	-5%	-4%	-1%	-6%	-5%	-3%	-5%
COc1ccc(-c2ccc3c(N)c(C(=O)Nc4cc(F)ccc4C)sc3n2)cc1
    0%	·	·	·	·	?	10%	-6%
O=C(c1ccc(Cl)cc1)c1cn(Cc2ccccc2)c2cc3c(cc2c1=O)OCCO3
    4%	·	·	·	·	6%	0%	1%
COc1ccc(C(=O)NCC(=O)OCC(=O)NCc2cccs2)cc1
    -5%	-5%	20%	18%	10%	-10%	-2%	-7%
O=C(CN1C(=O)CCC1=O)Nc1nc(-c2ccc(Cl)s2)cs1
    -3%	9%	10%	4%	-9%	-6%	-3%	0%
O=C(Cn1nc(CNc2ccc(Br)cc2)[n+]2c1CCCCC2)c1ccc([N+](=O)[O-])cc1
    6%	6%	1%	-3%	-30%	?	7%	-1%
CC(=O)Nc1ccc(NC(=O)Cn2ccc([N+](=O)[O-])n2)cc1
    -4%	i	7%	2%	6%	-8%	-1%	-2%
COC(c1ccccc1)c1nnc(CCC(=O)N2CCN(Cc3cccs3)CC2)o1 (stereo not given)
    5%	2%	-2%	6%	-11%	-3%	8%	4%
Cc1ccc(N2CCN(CCc3nc4cc(NC(=O)c5ccco5)ccc4n3C)CC2)cc1
    16%	-1%	-2%	-1%	·	?	0%	-2%
CC(OC(=O)CN(C)S(=O)(=O)c1ccc(Cl)cc1)C(=O)Nc1cccc(Cl)c1 (stereo not given)
    -6%	8%	4%	-1%	·	-8%	-3%	1%
CCC(CO)NCc1ccc(Br)cc1 (stereo not given)
    5%	26%	-1%	7%	2%	2%	-6%	3%
Cc1nc2cc3ccccc3cc2n1C
    -5%	i	10%	?	1%	1%	-2%	-4%
Cc1cccc(NC(=S)NCC(c2cccnc2)N(C)C)c1C (stereo not given)
    10%	-7%	-3%	-7%	-4%	11%	11%	-1%
CCOC(=O)c1c(C)c(C(=O)NCCc2ccccc2)c(C)n1C
    ?	-4%	-7%	2%	·	-6%	-4%	1%
COC(=O)[C@@H]1C[C@H]1[C@@H](NC(=O)c1cccnc1)c1ccccc1
    4%	-7%	4%	6%	·	7%	-2%	-1%
COc1ccc(-c2ccc(OC)c([C@H]3[C@H]4C=CC[C@@H](C)[C@@H]4C(=O)N3Cc3ccccc3)c2)cc1OC
    15%	i	7%	?	·	-17%	1%	-1%
CCc1nc(SCc2cc(=O)c3cc(C)ccc3[nH]2)n[nH]1
    -3%	·	·	·	·	-2%	-5%	0%
Cc1cc(C(=O)CSc2nnc(Nc3ccccc3F)s2)c(C)n1CC1CCCO1 (stereo not given)
    12%	-6%	-8%	-4%	-15%	-10%	-16%	0%
CCN(CC)c1ccc(C=Nc2ccccc2C)c(O)c1
    7%	i	7%	-30%	6%	?	1%	2%
COc1ccc(-c2cc(-c3cc(C)ccc3O)[nH]n2)cc1
    ?	-13%	6%	-2%	-12%	?	0%	1%
COc1cccc([C@@H]2Oc3ccc(Br)cc3C(=O)[C@H]2O)c1
    3%	-1%	3%	-8%	·	-7%	1%	-1%
O=C(N/N=C/c1cn[nH]c1-c1ccc(F)cc1)c1ccncc1
    -1%	-7%	-3%	5%	11%	14%	2%[53 µM]	0%[53 µM]
Cc1ccc(NC(=O)Nc2ccc3c(c2)C(=O)OC3)cc1Cl
    -15%	-3%	6%	0%	·	·	-1%	-6%
O=C(CCN1C(=O)c2cccc3cccc(c23)C1=O)N1CCN(Cc2ccc3c(c2)OCO3)CC1
    4%	-5%	6%	?	-3%	-14%	-5%	-2%
O=C(CSc1nnc(-c2ccc(F)cc2)o1)N1CCN(C(=O)c2ccco2)CC1
    -2%	-4%	7%	-1%	5%	-10%	-5%	3%
Nc1ccc(C(=O)OCC(=O)N2CCOCC2)cc1[N+](=O)[O-]
    2%	-2%	1%	-2%	3%	-8%	-23%	-7%
COc1cccc(CC2(CO)CCCN(Cc3c(C)cc(C)cc3-n3cccn3)C2)c1 (stereo not given)
    -4%	-6%	13%	1%	-2%	-3%	-8%	0%
